CD40 NFkB inh: CD40 pathway inhibition in BL2 cells; inhibition, % at 10 µM; BL2 NF-kB luciferase reporter, CD40L-induced, 4 h; actives 0.94% (n = 83,000); AID 1053188;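 active = mean inhibition of at least 50% with a set share of replicates also reaching that level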;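 also: 0% = neutral control wells and 100% = IKK inhibitor VII at 50 µM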
The depositor's hits bear a star; & = joins results of further samples; [ ] = dose if it differs, or a comment. A portion of the library; rates above refer to the full screens.

SMILES	CD40 NFkB inh
CCn1cc(C2=NOC(C(=O)Nc3cc(OC)c(Cl)cc3OC)C2)c(C)n1 (stereo unspecified)	9.3
CCN(CC)C(=O)c1scc2c1OCCO2	7.9
CNC(=O)COC(=O)c1cc2c(s1)CCCC2	8.0
CCCCCCCC1(C)NC(=O)NC1=O (stereo unspecified)	-0.9
Cc1ccc(OCCC(=O)OCC(=O)NC(=O)NC2CCCC2)cc1	4.7
CCCOC(=O)c1ccc(NC(=O)COC(=O)C2CCN(c3ccc(C(F)(F)F)cn3)CC2)cc1	-9.9
COc1ccccc1CNC(=O)c1cc(-c2cccnc2)nc2ccccc12	6.1
Cc1ccc(-c2noc(C3CCCN(C(=O)C4CCCCC4)C3)n2)o1 (stereo unspecified)	-0.2
CC(C)CCC1(CCNC(C)c2cccs2)CCOC(C)(C)C1 (stereo unspecified)	-8.8
CN(C)CC(=O)N1CC[C@H]2[C@@H]1c1cc(-c3ccccc3F)ccc1N(C)[C@H]2CO	1.7[25 µM]

The final five compounds of the part above lead into the next:
SMILES	CD40 NFkB inh
CCCOC(=O)c1ccc(NC(=O)COC(=O)C2CCN(c3ccc(C(F)(F)F)cn3)CC2)cc1	-9.9
COc1ccccc1CNC(=O)c1cc(-c2cccnc2)nc2ccccc12	6.1
Cc1ccc(-c2noc(C3CCCN(C(=O)C4CCCCC4)C3)n2)o1 (stereo unspecified)	-0.2
CC(C)CCC1(CCNC(C)c2cccs2)CCOC(C)(C)C1 (stereo unspecified)	-8.8
CN(C)CC(=O)N1CC[C@H]2[C@@H]1c1cc(-c3ccccc3F)ccc1N(C)[C@H]2CO	1.7[25 µM]
Cc1cccc(C(=O)NCC(=O)NCC(c2ccco2)N2CCCCC2)c1 (stereo unspecified)	5.2
O=C(c1ccc2c(c1)OCO2)N1C[C@@H]2[C@H](c3ccccc31)[C@H](CO)N2CC1CCCC1	15.6[25 µM]
c1nc(N2CCOCC2)c2c3c(sc2n1)CCCC3	-0.9
CO[C@@H](CN(C)S(=O)(=O)c1ccc(Cl)cc1)[C@@H](C)CN([C@@H](C)CO)S(=O)(=O)c1cccc(Cl)c1	4.6
N#Cc1nc(-c2ccco2)oc1NCc1cccnc1	1.6
CCc1cnc(N2[C@H](CO)[C@H](c3ccc(C4=CCCCC4)cc3)[C@@H]2C#N)s1	-4.9[25 µM]
COc1ccccc1NC(=O)Nc1ccnn1C1CCN(C(=O)c2cccnc2)CC1	-66.2
CN1c2ccc(C#Cc3cccnc3)cc2[C@H]2[C@H](CCN2C(=O)C2CC2)[C@@H]1CO	1.2
N#Cc1cccc(-c2ccc(C3[C@H]4CNC[C@@H]3N4Cc3cccc(F)c3)cc2)c1 (stereo partly specified)	0.4&-17.0[25 µM]
CN(C(=O)Cc1csc(-c2ccccc2)n1)c1c(N)n(Cc2ccccc2)c(=O)[nH]c1=O	-11.4

Filtered by structure: those above with a cyano group (3)
SMILES	CD40 NFkB inh
N#Cc1nc(-c2ccco2)oc1NCc1cccnc1	1.6
CCc1cnc(N2[C@H](CO)[C@H](c3ccc(C4=CCCCC4)cc3)[C@@H]2C#N)s1	-4.9[25 µM]
N#Cc1cccc(-c2ccc(C3[C@H]4CNC[C@@H]3N4Cc3cccc(F)c3)cc2)c1 (stereo partly specified)	0.4&-17.0[25 µM]

Carrying on:
SMILES	CD40 NFkB inh
COc1ccc(CN(C)C[C@@H]2OCCCC[C@@H](C)Oc3ccc(NC(=O)C4CCCCC4)cc3C(=O)N([C@@H](C)CO)C[C@@H]2C)cc1	-6.2[25 µM]
O=C([C@@H]1[C@@H](CO)[C@@H]2Cn3c(cccc3=O)[C@H]1N2S(=O)(=O)c1ccccc1F)N1CCCCC1	-8.3[25 µM]
CO[C@@H]1CN(C)C(=O)c2cc(NC(C)=O)ccc2OC[C@@H](C)N(Cc2ccncc2)C[C@@H]1C	1.3[25 µM]
CN(Cc1cccnc1)Cc1c(C(=O)N2CCc3ccccc3C2)nc2ccc(Cl)cn12	8.4
CC(C)(C)c1nn2cnnc2n(/N=C/c2ccccc2)c1=O	-3.0
O=[N+]([O-])c1ccc(Cl)cc1Sc1nc2ccccc2o1	4.8
Cc1nc(S(=O)(=O)NC2CCCCC2)c(C#N)c(C)c1Cl	24.0
COc1ccccc1NC(=O)N(C)C[C@H]1OCc2ccccc2-c2c(n(C)c3ccccc23)C(=O)N([C@@H](C)CO)C[C@H]1C	0.8
COc1ccc(S(=O)(=O)N(C)C[C@H]2Oc3ccc(NC(=O)CCN4CCOCC4)cc3C(=O)N([C@@H](C)CO)C[C@@H]2C)cc1	15.9
COc1ccc(NC(=O)C2(C)Cc3c(-c4ccc5c(c4)OCO5)ccnc3O2)cn1 (stereo unspecified)	-6.3
CCOC(=O)N1CCC(NCCNC(=O)c2ccco2)CC1	6.9
N#C[C@@H]1[C@H](c2ccccc2)[C@H](CO)N1C(=O)CCN1CCCCC1	1.1[25 µM]
Oc1[nH]c2ccccc2c1C1=NCCCC1	-16.8
CCOC(=O)c1c(C)[nH]c(C)c1C(=O)COC(=O)CNC(=O)C1CCCCC1	0.7
O=C(C[C@@H]1CC[C@@H]2NC[C@@H](O)COC[C@H]2O1)NC1Cc2ccccc2C1	6.7[25 µM]
CS(=O)(=O)c1cccc(C(=O)Nc2ccc(S(=O)(=O)N3CCCCC3)cc2)c1	-1.5
CCCCn1c(N)c(N(Cc2ccccc2OC)C(=O)CN2C(=O)NC3(CCCC3)C2=O)c(=O)[nH]c1=O	3.8
COc1ccc(NC(=O)COC(=O)C23CC4CC(CC(NC(C)=O)(C4)C2)C3)cc1S(=O)(=O)N1CCOCC1	0.8
COc1ccc(-c2nc3cc(NC(=O)Cc4ccc(OC)c(OC)c4)ccc3o2)cc1	-23.5
O=C(CCN1C(=O)[C@@H]2Cc3ccccc3CN2C1=O)NCc1ccccc1	4.8
CC1CCN(C(=O)CN(c2ccc3c(c2)OCCO3)S(=O)(=O)c2ccccc2)CC1	-6.4
O=C(O)c1ccccc1C(=O)N1N=C(c2ccccc2)CC1c1ccccc1O (stereo unspecified)	-29.9
C/C=C/c1ccccc1[C@@H]1[C@H](C#N)N(c2ncc(CC)s2)[C@H]1CO	11.1[25 µM]
COC(=O)c1ccc(COC(=O)C23CC4CC(CC(O)(C4)C2)C3)o1	-9.4
O=c1[nH]cnc2c1ncn2[C@@H]1O[C@H](CO)[C@@H](O)[C@H]1O	7.5
N#Cc1cccc(Nc2c3c(nc4ccccc24)CCCC3)c1	6.4
Cc1cc(C(=O)OC(C)C(=O)Nc2cccc(Cl)c2)on1 (stereo unspecified)	-24.3
COCC(=O)N1[C@H](C#N)[C@@H](c2ccccc2C2=CCCC2)[C@@H]1CO	-3.2[25 µM]
CC(=O)CC1(OC(C)=O)C(=O)N(C)c2ccccc21 (stereo unspecified)	-0.2
CCSc1ncccc1C(=O)N[C@@H](CCSC)C(=O)OC	4.4

Some values from the results shown:
For CD40 NFkB inh, O=C(O)c1ccccc1C(=O)N1N=C(c2ccccc2)CC1c1ccccc1O (stereo unspecified) has -29.9
For CD40 NFkB inh, Cc1cc(C(=O)OC(C)C(=O)Nc2cccc(Cl)c2)on1 (stereo unspecified) has -24.3
For CD40 NFkB inh, N#Cc1cccc(Nc2c3c(nc4ccccc24)CCCC3)c1 has 6.4

Reprinted from the results shown for reference:
SMILES	CD40 NFkB inh
CC1CCN(C(=O)CN(c2ccc3c(c2)OCCO3)S(=O)(=O)c2ccccc2)CC1	-6.4
O=C(O)c1ccccc1C(=O)N1N=C(c2ccccc2)CC1c1ccccc1O (stereo unspecified)	-29.9
C/C=C/c1ccccc1[C@@H]1[C@H](C#N)N(c2ncc(CC)s2)[C@H]1CO	11.1[25 µM]
COC(=O)c1ccc(COC(=O)C23CC4CC(CC(O)(C4)C2)C3)o1	-9.4
O=c1[nH]cnc2c1ncn2[C@@H]1O[C@H](CO)[C@@H](O)[C@H]1O	7.5
N#Cc1cccc(Nc2c3c(nc4ccccc24)CCCC3)c1	6.4

Continuation.
SMILES	CD40 NFkB inh
O=C(O)c1ccc(CSc2nnc(-c3ccco3)n2-c2ccccc2)cc1	5.8
C[C@H](CO)N1C[C@H](C)[C@H](CN(C)S(=O)(=O)c2cccs2)Oc2ccc(NC(=O)CCN3CCOCC3)cc2C1=O	-6.1[25 µM]
O=C(NCc1cccnc1)C1c2ccccc2C(=O)N1C1CCCC1 (stereo unspecified)	9.6
CC(=O)N(C[C@H]1N[C@H](CO)[C@@H]1c1ccc(-c2ccccc2)cc1)C(C)C	5.2[25 µM]
Cc1ncsc1C(=O)NCc1ccc(N2CCCC2=O)cc1	2.5
CCOC(=O)Cn1c(=O)sc2ccccc21	0.7
CC(=O)N(Cc1ccccc1)C(CC(=O)NCc1ccccc1)C(=O)O (stereo unspecified)	4.9
CC(C)(CNC(=O)c1cccc(S(=O)(=O)N2CCCCC2)c1)N1CCOCC1	-1.9
CC(=O)N/C(=C\c1ccccc1)C(=O)OCC(=O)c1ccccc1	-4.4
O=C1CC(c2ccc(S(=O)(=O)NCCOc3ccccc3)cc2)CN1 (stereo unspecified)	-6.1
CCOC(=O)C1CCCN(C(=O)c2cn(-c3ccccc3)nc2-c2cccnc2)C1 (stereo unspecified)	-5.8
O=C(Cc1ccccc1)Nc1nc2ccc(Cl)cc2c2nc(-c3ccco3)nn12	-11.7[25 µM]
N#C[C@H]1[C@H](c2ccc(C#CC3CC3)cc2)[C@H](CO)N1S(=O)(=O)c1ccccc1	-0.8
C[C@@H]1CN([C@@H](C)CO)C(=O)c2cc(C3=CCCCC3)cnc2O[C@H]1CN(C)C(=O)Cc1ccccc1	-12.4[25 µM]
NC(=O)c1ccsc1NC(=O)COC(=O)c1ccc(Cl)nc1	-0.2
O=C(c1ccc(C(=O)N2CCOCC2)s1)N1CCOCC1	5.4
CC(C)C#Cc1ccc([C@H]2[C@@H](CO)N3C(=O)CN(S(=O)(=O)c4ccccc4)C[C@@H]23)cc1	0.3[25 µM]
COc1ccc(OC)c(Cc2nnc(CCC(=O)NCc3ccc(C)s3)o2)c1	-6.6
CC1=C(C)CC(C(=O)NC(C)CCc2ccccc2)C(C(=O)O)C1 (stereo unspecified)	8.6
O=C(N/N=C/c1ccccc1OC(F)F)c1cc(-c2ccncc2)nc2ccccc12	4.5
Cc1ccccc1N(C(=O)c1csnn1)C(C(=O)NC(C)(C)C)c1ccncc1 (stereo unspecified)	2.4
COc1cccc(C(=O)NCCS(=O)(=O)NCc2ccc3c(c2)OCO3)c1	26.2

Compound activity deposited in PubChem by Broad Institute.
